# Screening data as filed in PubChem BioAssay.
# UBC13 inh: inhibitors of human UBC13 polyubiquitin chain formation; inhibition, % at 20 µM; TR-FRET; P61088; 330,000 compounds, 0.47% hits; in the data active means inhibition above about 45%, passing the limit was not always enough
# Target sequence (P61088 whole entry, looked up): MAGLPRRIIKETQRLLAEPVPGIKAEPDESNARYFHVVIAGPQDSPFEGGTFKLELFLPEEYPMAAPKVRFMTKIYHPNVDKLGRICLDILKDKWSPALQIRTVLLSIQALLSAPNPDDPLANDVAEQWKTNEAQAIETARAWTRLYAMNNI
# 697 NFkB inh: lowers PMA/ionomycin-induced NF-kB signal in 697 B cells; 330,000 compounds, 0.33% hits; AID 435022; 697 B-cell NF-kB luciferase reporter, 16 h; inhibition, % at 4 µM; in the data active means inhibition above about 35%
# CCR6 antagonist: blocks CCL20-driven beta-arrestin recruitment at human CCR6. CHO-K1 CCR6 PathHunter beta-arrestin, luminescence, CCL20-stimulated. 340,000 compounds, 0.49% hits. inhibition, % at 20 µM;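 active means compounds whose inhibition of the agonist-driven luminescence signal at 20 µM reaches about 50%, limit read from the data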;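 further: cells stimulated with CCL20 at 14 nM final; plate controls were DMSO with CCL20 for no effect and DMSO without agonist for full effect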
# Gli-Sufu block: Gli-Sufu pathway antagonism. 340,000 compounds, 0.74% hits. inhibition, % at 5 µM. Sufu-KO-LIGHT fibroblasts, Gli luciferase reporter luminescence. AID 588413;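 active means inhibition above about 55%, limit read from the data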;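 further: 0% = DMSO-treated cells and 100% = wells with medium but no cells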
# CXCR6 block: CXCR6 (human) receptor inhibition; CHO-K1 PathHunter CXCR6 beta-arrestin, luminescence; inhibition, % at 20 µM; 360,000 compounds, 0.36% hits; AID 602244; in the data active means inhibition above about 34%, passing the limit was not always enough;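 further: antagonist mode with CXCL16 agonist at 10 nM final; 0% = 10 nM CXCL16 with DMSO and 100% = unstimulated wells without agonist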
# APJ antagonist: antagonists of human APJ apelin receptor. CHO-K1 APJ beta-arrestin complementation, luminescence. 330,000 compounds, 0.32% hits. inhibition, % at 20 µM. P35414;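 active means inhibition above about 40% at 20 µM, limit read from the data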;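 further: cells challenged with 10 nM apelin-13 agonist together with compound; plate controls were apelin-13 plus DMSO wells for no effect and DMSO wells lacking apelin-13 for full effect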
# Target sequence (P35414 whole entry, looked up): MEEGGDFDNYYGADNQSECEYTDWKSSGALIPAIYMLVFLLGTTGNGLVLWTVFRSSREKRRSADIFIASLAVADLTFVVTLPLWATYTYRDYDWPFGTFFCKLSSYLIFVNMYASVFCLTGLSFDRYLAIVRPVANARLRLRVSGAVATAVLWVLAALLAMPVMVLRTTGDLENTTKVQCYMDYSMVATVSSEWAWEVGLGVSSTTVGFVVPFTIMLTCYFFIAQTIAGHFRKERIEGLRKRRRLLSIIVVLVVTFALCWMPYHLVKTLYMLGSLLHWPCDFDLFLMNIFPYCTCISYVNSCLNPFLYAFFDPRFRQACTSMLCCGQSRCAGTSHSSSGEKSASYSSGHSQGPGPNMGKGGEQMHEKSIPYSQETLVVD
# EBI2 block: blocks human EBI2 receptor beta-arrestin signaling; P32249; AID 651636; EBI2 beta-arrestin recruitment, luminescence, 7a,25-OHC stimulated; 360,000 compounds, 0.81% hits; inhibition, % at 5 µM; in the data active means inhibition above about 38%;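 further: enzyme fragment complementation signal reports receptor beta-arrestin coupling in cells; 0% = agonist plus DMSO wells and 100% = wells without agonist; some results beyond the cut were filed as inactive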
# Target sequence (P32249 whole entry, looked up, the tested form may be a part): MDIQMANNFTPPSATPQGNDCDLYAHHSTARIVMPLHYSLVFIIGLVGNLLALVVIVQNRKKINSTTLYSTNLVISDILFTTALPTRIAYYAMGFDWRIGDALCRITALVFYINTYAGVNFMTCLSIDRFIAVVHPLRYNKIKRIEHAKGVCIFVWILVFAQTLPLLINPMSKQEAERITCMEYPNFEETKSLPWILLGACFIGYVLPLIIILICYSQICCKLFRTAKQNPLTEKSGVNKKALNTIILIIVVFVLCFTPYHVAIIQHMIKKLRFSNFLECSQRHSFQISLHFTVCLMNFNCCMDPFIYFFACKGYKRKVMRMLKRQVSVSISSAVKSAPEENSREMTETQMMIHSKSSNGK
# Jurkat NFkB inh: inhibitors of the PMA/ionomycin-induced NF-kB reporter in Jurkat cells | PMA/ionomycin-induced NF-kB luciferase reporter, luminescence | inhibition, % at 4 µM | 330,000 compounds, 0.53% hits; in the data active means inhibition above about 50%
# Numbers without * were called inactive; x = no result given; & = joins results of further samples.
Compound	UBC13 inh	697 NFkB inh	CCR6 antagonist	Gli-Sufu block	CXCR6 block	APJ antagonist	EBI2 block	Jurkat NFkB inh
COc1cc(C(=O)/C=C/Nc2ccc(NC(C)=O)cc2)cc(OC)c1OC	-4	19	18	8	-13	4	6	5
C[C@@H]1NC(=O)c2cc([N+](=O)[O-])cc(I)c2NCCCC[C@@H](C(N)=O)NC(=O)[C@H](CC(N)=O)NC1=O	-15	6	-1	11	x	-17	x	11
O=C(CSc1ccc(Br)cc1)N1CCOCC1	2	-1	0	-38	1	4	12	-2
COc1c(C)cc(C(=O)C2CCCN(C(=O)c3cc(C)on3)C2)cc1C (stereo unspecified)	4	3	13	-10	1	6	4	-2
COc1ccc2nc(N/C(N)=N/S(C)(=O)=O)nc(C)c2c1	8	-1	1	-12	0	1	4	-26
O=C(CCSCc1ccccc1Cl)NCc1cccs1	-5	17	4	33	2	-7	3	1
O=C(CCc1ccccc1)NC1(Cc2ccccc2)CCN(CCCc2ccccc2)C1=O (stereo unspecified)	14	9	26	23	9	5	9	5
Cc1cc(C)n(CC(=O)N/N=C/c2cc([N+](=O)[O-])ccc2O)n1	-57	-6	18	2	17	28	13	3
S=C(NCc1ccccc1)Nc1ccc2cn[nH]c2c1	-3	-3	7	-17	2	2	6	-7
O=C(Cc1cccs1)N1CCN=C1SCc1ccc(F)cc1	8	25	1	0	4	-8	7	-4
O=C(Cn1c(C(=O)N2CCc3ccccc3C2)cc2sccc21)c1ccccc1	-21	-5	4	-16	13	0	13	-5
O=S(=O)(c1ccc(F)c(F)c1)N1CCN(c2ccccn2)CC1	6	3	18	29	-4	3	-7	3
CCOc1[nH]n(-c2ccccc2)c(=O)c1C=NCc1cccnc1	7	11	-5	5	0	11	-14	4
CNC(=O)c1cccnc1Nc1cccc(C(F)(F)F)c1	-5	-30	2	-9	-14	-2	-6	-31
CCN(CC)S(=O)(=O)c1ccc2oc(Nc3ccccc3)nc2c1	0	-88	20	13	-10	-21	30	-71
CCC(C(=O)O/N=C(\N)c1ccccc1)c1ccccc1 (stereo unspecified)	6	29	14	-8	1	-1	20	-3
CCN(CC)C(=O)Cn1c(=O)n(CCC(=O)Nc2ccc(F)cc2)c(=O)c2sccc21	-2	13	-4	2	8	-3	4	10
N#CC1(NC(=O)COC(=O)c2ncc(Cl)c(Cl)c2Cl)CCCCC1	-3	-10	-10	-3	-11	9	-10	-6
CN(C)c1oc(-c2ccccc2F)nc1C#N	10	-3	1	-25	2	19	-9	-3
CC1(C)Cc2c(c(-c3ccccc3)[nH]c(=O)c2C#N)CO1	-4	14	0	-1	-4	8	-9	-9
CCn1c(SCC(=O)N2CCCc3ccccc32)nc2ccccc2c1=O	4	-15	20	10	-1	-2	-4	-6
COc1ccc(CCn2c(C)nc3c(c(=O)c4ccccc4n3C)c2=O)cc1	1	-83	2	13	0	12	-4	7
COc1ccc(Cl)cc1-c1nc(SCC(=O)NC2CC2)n[nH]1	3	-3	-6	3	2	-11	2	8
COc1ccc(C(=O)NNC(=O)CSc2nnc(C)n2C)cc1	-16	-30	-3	-8	-8	3	-4	-19
O=C(CSc1nncc2ccccc12)N1CCOCC1	-2	14	-1	0	-5	19	10	9
C[C@@H](NC(=O)[C@@H]1Cc2ccccc2CN1)C(=O)NCC1CCCO1 (stereo partly specified)	-1	12	15	-19	-3	3	3	-5
CNC(=O)CSc1nc2sccc2c(=O)n1-c1ccccc1	5	-15	14	-17	8	5	4	7
Cc1c(NC(=O)COC(=O)COc2ccc(Nc3ccccc3)cc2)c(=O)n(-c2ccccc2)n1C	-8	-5	-17	-5	-7	-33	-6	5
O=C(NCc1ccccc1F)C1CC(=O)N(c2ccc3c(c2)OCCO3)C1 (stereo unspecified)	1	5	-2	-4	1	-1	-2	12
Oc1ccccc1N1CCN(c2ncnc3scc(-c4ccccc4)c23)CC1	-3	6	20	11	3	5	-10	2
O=C(CN(C(=O)c1csnn1)c1ccc(F)c(Cl)c1)NC1CCCC1	-2	2	-9	-20	1	20	-12	7
Cc1cccc(C)c1NC(=S)/C(=C(\[O-])c1cccs1)[n+]1ccccc1	-4	-16	-9	14	-1	0	4	-25
COc1ccccc1OCc1nnc(SCC(=O)N2CCCC2)o1	5	0	-4	-8	1	22	9	1
O=S(=O)(NCCC1CC1(Cl)Cl)c1ccc(Cl)cc1 (stereo unspecified)	1	7	12	-5	-4	-2	6	12
Nc1nc(SCC(=O)Nc2ccc(Cl)cc2C(F)(F)F)n[nH]1	-4	-5	-9	7	-6	14	14	13
O=C(c1ccc([N+](=O)[O-])cc1)n1nc(-c2ccccc2)nc1NCc1ccc(F)cc1	x	x	6	-16	-15	x	-3	x
COc1cc(NC(=O)c2csc(-c3ccncc3)n2)cc(C(=O)Nc2cccc(C(F)(F)F)c2)c1	-7	0	6	18	11&-9	-43	21&16	5
CC(C)CN(CC(C)C)C(=S)Nc1ccc(Cl)cc1	-4	-11	15	-9	-3	3	8	1
Nc1ccc(-n2c(N)c(C(=O)NCc3ccc4c(c3)OCO4)c3nc4ccccc4nc32)cc1	8	9	8	-5	8	11	15	-6
O=C(O)c1ccc(-n2cc(C(=O)c3ccccc3O)cn2)cc1	-9	-23	-6	-4	-5	11	-10	-13
COc1oc(C(=O)NC2CCCCC2)c(-c2ccc(Cl)cc2)c1S(=O)(=O)c1ccccc1	x	x	23	27	17	x	-1	x
O=C(Nc1ccccc1Cl)C(Cl)C(=O)c1ccccc1 (stereo unspecified)	-11	-16	13	10	3	-27	-3	-22
Cc1ccccc1NC(=S)Nc1ccccn1	-6	-55	-17	-3	2	-11	8	-20
O=C(COc1cccnc1[N+](=O)[O-])N1CCN(S(=O)(=O)c2ccccc2)CC1	-2	11	-3	-2	-10	15	-3	7
CCOC(=O)N1C(=O)[C@@](CC)(c2ccccc2)N1C(=O)OCC	2	22	15	0	8	17	-1	16
Cc1nc2c(c3c1[nH]c1ccccc13)C(=O)CC(C)(C)C2	15	2	26	6	-1	4	10	-16
COC(=O)c1[nH]c2ccccc2c1NC(=O)CN1CCN(c2cccc(Cl)c2)CC1	1	-40	-4	11	11	-23	13	2
CC(C)(C)C(=O)N1CCN(c2ccc([N+](=O)[O-])c(NCC3CCCO3)c2)CC1 (stereo unspecified)	-44	20	19	8	10	18	-1	17
COc1ccccc1-c1nnc(SC/C(O)=C(\C#N)c2nc3ccccc3[nH]2)n1C1CCCCC1	-13	-13	8	2	3	8	2	9
O=[N+]([O-])c1ccc(-c2ccc(/C=N/Nc3nc(N4CCCCC4)nc(N4CCCCC4)n3)o2)cc1	-53	-1	-14	12	-2	-14	12	-2

# The results go on.
Compound	UBC13 inh	697 NFkB inh	CCR6 antagonist	Gli-Sufu block	CXCR6 block	APJ antagonist	EBI2 block	Jurkat NFkB inh
COc1ccc(C(=O)N(C(C)C)C(C)C)c(OC)c1	7	24	7	-12	-6	-1	0	7
COc1cc(/C=N/N2CCN(c3ccc(Cl)cc3)CC2)cc(OC)c1OC(C)=O	3	5	0	12	-8	0	6	3
COc1ccc(NC(=O)Cn2c(=O)n(CC3CCCO3)c(=O)c3ccccc32)c(OC)c1 (stereo unspecified)	21	6	12	-12	1	0	4	11
OCCN(CC#CC(O)(c1ccccc1)c1cccc(F)c1)CCO (stereo unspecified)	5	10	-6	0	5	2	-6	14
Cc1ccc(S(=O)(=O)N[C@H](C(=O)OCC(=O)NC(=O)Nc2ccc3c(c2)OCCO3)C(C)C)cc1	20	-5	-3	1	4	-9	8	11
N#Cc1c2c(c(-c3ccccc3Cl)[nH]c1=S)CCCC2	x	x	-6	15	-7	x	-8	x
O=S(=O)(NCc1ccccc1)c1ccc(Br)s1	9	7	18	-7	-2	7	10	9
CCCC(C(=O)NCCc1ccc(S(N)(=O)=O)cc1)c1ccccc1 (stereo unspecified)	-7	-9	0	-8	0	-33	4	-3
O=C(CCC(=O)NC1CCN(Cc2ccccc2)CC1)NCc1ccco1	3	-8	-4	3	1	-5	1	1
C/C(CC(=O)Nc1cccc(Cl)c1Cl)=N\NC(=O)c1ccccc1N	7	-18	21	3	-2	8	-4	-16
CCOC(=O)c1cc2sccc2n1CC(=O)N1CCCC1	-3	-11	3	3	5	-7	-10	5
Cn1nc(CC(=O)Nc2ccc(N3CCN(C(=O)OC(C)(C)C)CC3)cc2)c2ccccc2c1=O	6	46*	6	66*	4	8	-6	55*
COc1ccc(NC(=O)N(Cc2cc3cc(OC)ccc3[nH]c2=O)CC2CCCO2)cc1 (stereo unspecified)	-11	14	6	-10	4	-10	3	-11
Cc1ccc([C@@H]2CC=C(C(=O)O)[C@H](c3ccccc3)N2S(=O)(=O)c2ccc(C)cc2)cc1	-14	21	0	-4	8	10	-3	-10
CCN(CC)c1ccc(NC(=O)C2CCC(CNc3c(N4CCCC4)c(=O)c3=O)CC2)c(C)c1 (stereo unspecified)	-12	-2	-5	-6	1	2	-13	-2
CC(=O)Nc1cccc(-c2nc3ccc(NC(C)=O)cc3[nH]2)c1	6	3	0	-1	-3	27	-3	12
CC(=O)Nc1nc(C)c(C(C)C)s1	21	12	6	-11	-5	8	-10	-6
CCc1cccc(NC(=O)[C@@H]2CCCN2C2=NS(=O)(=O)c3ccccc32)c1	4	6	4	-8	2	-11	-3	-10
S=C(c1ccc(-c2ccc(Cl)c(Cl)c2)o1)N1CCOCC1	-14	-67	25	-82	-5	28	30	-51
Cc1ccccc1N1CCN(C(=O)c2ccccc2NC(=O)c2ccccc2C(=O)O)CC1	-2	-30	8	1	9	7	9	14
COc1ccccc1CNC(=O)CN(C)CC(=O)Nc1ccc(F)c(F)c1F	-13	-7	13	-2	6	1	3	-14
CN(C)CCCCOc1ccccc1F	12	9	-2	5	0	13	-5	-1
COc1ccc(OCC(=O)N(C)CC2COc3ccccc3O2)cc1 (stereo unspecified)	7	9	8	0	4	11	46*	4
C=CCn1c(=O)c2ccccc2n2c(SCC(=O)Nc3sc(C(=O)N(CC)CC)c(C)c3C(=O)OCC)nnc12	1	-10	-2	31	12	4	-11	15
O=C(NCC(=O)N1CCOCC1)OCc1ccccc1	-3	6	5	38	1	5	-3	-2

# Just Jurkat NFkB inh (two entries from above):
compound	Jurkat NFkB inh
OCCN(CC#CC(O)(c1ccccc1)c1cccc(F)c1)CCO (stereo unspecified)	14
Cc1ccc(S(=O)(=O)N[C@H](C(=O)OCC(=O)NC(=O)Nc2ccc3c(c2)OCCO3)C(C)C)cc1	11

# Additional records:
Compound	UBC13 inh	697 NFkB inh	CCR6 antagonist	Gli-Sufu block	CXCR6 block	APJ antagonist	EBI2 block	Jurkat NFkB inh
CCN(CCn1cccn1)Cc1nc(-c2ccc(C(=O)OC)cc2)no1	0	9	2	-5	-4	5	-5	-19
O=C(CCC(=O)c1cccs1)NC1CCCCCC1	1	4	11	-11	-1	0	-6	2
Cn1nc(C(=O)OCC(=O)NC2CCS(=O)(=O)C2)c2ccccc2c1=O (stereo unspecified)	-7	-12	5	-2	-1	9	2	-4
O=C(CCC1CCCN(C(=O)Cn2cnnn2)C1)NCc1ccccc1F (stereo unspecified)	11	2	0	-19	2	12	-2	-14
N#C/C(=C\c1cccnc1)C(=O)Nc1cccc2ccccc12	-2	18	13	2	9	-4	3	13
CN(C(=O)CSc1nc2ccccc2c(=O)n1C)C1CCS(=O)(=O)C1 (stereo unspecified)	14	10	11	8	-3	2	-7	1
S=C(NN=C1C2CC3CC(C2)CC1C3)Nc1ccccc1	-16	-22	40	18	8	24	-7	19
CCN(CCCNC(=O)c1cn(CC)c2ccc(S(=O)(=O)N(C)C)cc2c1=O)c1cccc(C)c1	14	20	6	3	5	0	18	17
Cc1ccc(C)c(OCc2cc(C(=O)N3CCc4sccc4C3)no2)c1	-8	-10	10	4	-16	-41	6	-15
Cc1ccc(-n2c(Cc3cccn3C)nnc2SCC(=O)Nc2nnc(C)s2)cc1	-8	8	-16	21	0	-11	-2	1
COc1ccc(-c2cnn3c(N)c(S(=O)(=O)C(C)(C)C)cnc23)cc1	-6	3	-2	-10	-6	14	18	-15
